UPR XBP1 act = activators of adaptive arm of unfolded protein response (XBP1); 330,000 compounds, 0.33% hits; activation, % at 20 µM; AID 463104; CHO-XBP1 luciferase reporter, IRE1-XBP1 UPR activation, luminescence; percent of tunicamycin response, DMSO as zero;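 active = versus positive control, 20 µM dose yields 30% or more activation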;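 also: 100% = tunicamycin at 10 µg/mL and 0% = DMSO only wells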
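Assay system: IRE1-XBP1 luciferase reporter CHO line. Input: 1000 cells/well. Buffer or medium: F12 with 10% serum. Doses: 20 µM, 1% DMSO. Times: overnight seeding at 37 °C, 6 h compound treatment at 37 °C. Technique: Steady-Glo luciferase glow luminescence, 10 min after reagent addition.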
UPR CHOP act = apoptotic UPR (CHOP) activation; CHO-CHOP luciferase reporter, luminescence; percent of tunicamycin response over DMSO baseline; activation, % at 10 µM; 330,000 compounds, 0.34% hits;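 active = at 10 µM dose, activation of 40% or more, normalized to positive control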;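 also: 100% = tunicamycin at 10 µg/mL and 0% = DMSO alone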
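Material: CHO-CHOP cells, stable luciferase reporter of PERK-eIF2a-CHOP signalling; quantity: 500 reporter cells seeded per well; buffer or medium: F12 medium containing 10% fetal bovine serum; compound: one dose, 10 µM in 0.5% DMSO; incubation: 6 h compound treatment, 37 °C; measured by: Steady-Glo luciferase luminescence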
697 NFkB inh = lowers PMA/ionomycin-induced NF-kB signal in 697 B cells; AID 435022; 330,000 compounds, 0.33% hits; inhibition, % at 4 µM; 697 B-cell NF-kB luciferase reporter, 16 h; in the data active = inhibition above about 35%
Jurkat NFkB inh = inhibitors of the PMA/ionomycin-induced NF-kB reporter in Jurkat cells | PMA/ionomycin-induced NF-kB luciferase reporter, luminescence | inhibition, % at 4 µM | AID 435003 | 330,000 compounds, 0.53% hits; in the data active = inhibition above about 50%
EBI2 block = blocks human EBI2 receptor beta-arrestin signaling. P32249. EBI2 beta-arrestin recruitment, luminescence, 7a,25-OHC stimulated. inhibition, % at 5 µM. 360,000 compounds, 0.81% hits; in the data active = inhibition above about 38%;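 also: enzyme fragment complementation signal reports receptor beta-arrestin coupling in cells; 0% = agonist plus DMSO wells and 100% = wells without agonist; some results beyond the cut were filed as inactive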
CXCR6 block = inhibitors of human CXCR6 receptor | O00574 | CHO-K1 PathHunter CXCR6 beta-arrestin, luminescence | inhibition, % at 20 µM | 360,000 compounds, 0.36% hits | AID 602244; in the data active = inhibition above about 34%, passing the limit was not always enough;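 also: antagonist mode with CXCL16 agonist at 10 nM final; 0% = 10 nM CXCL16 with DMSO and 100% = unstimulated wells without agonist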
CCR6 antagonist = blocks CCL20-driven beta-arrestin recruitment at human CCR6; CHO-K1 CCR6 PathHunter beta-arrestin, luminescence, CCL20-stimulated; 340,000 compounds, 0.49% hits; P51684; inhibition, % at 20 µM;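 active = compounds whose inhibition of the agonist-driven luminescence signal at 20 µM reaches about 50%, limit read from the data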;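 also: cells stimulated with CCL20 at 14 nM final; plate controls were DMSO with CCL20 for no effect and DMSO without agonist for full effect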
Mdm2-MdmX inh = disrupts the human Mdm2-MdmX interaction; 330,000 compounds, 3% hits; inhibition, % at 8 µM; SaOS-2 split-luciferase Mdm2/MdmX complementation, luminescence;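 active = inhibition of at least 50% at 8 µM in the primary screen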
Target sequence (O15151 whole entry, looked up): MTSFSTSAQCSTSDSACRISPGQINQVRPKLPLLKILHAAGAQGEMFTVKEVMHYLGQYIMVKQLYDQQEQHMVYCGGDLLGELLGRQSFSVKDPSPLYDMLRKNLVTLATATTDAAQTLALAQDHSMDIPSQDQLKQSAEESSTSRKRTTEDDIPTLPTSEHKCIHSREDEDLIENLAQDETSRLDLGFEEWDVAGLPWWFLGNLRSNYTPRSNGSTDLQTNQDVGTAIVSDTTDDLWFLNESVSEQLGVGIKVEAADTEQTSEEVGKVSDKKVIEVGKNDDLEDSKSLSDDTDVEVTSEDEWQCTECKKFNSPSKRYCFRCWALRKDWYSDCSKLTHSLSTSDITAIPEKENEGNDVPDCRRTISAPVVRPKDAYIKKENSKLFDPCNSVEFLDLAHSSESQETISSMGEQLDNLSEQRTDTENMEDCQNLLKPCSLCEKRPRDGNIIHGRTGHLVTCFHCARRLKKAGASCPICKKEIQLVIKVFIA
Target sequence (Q00987 whole entry, looked up): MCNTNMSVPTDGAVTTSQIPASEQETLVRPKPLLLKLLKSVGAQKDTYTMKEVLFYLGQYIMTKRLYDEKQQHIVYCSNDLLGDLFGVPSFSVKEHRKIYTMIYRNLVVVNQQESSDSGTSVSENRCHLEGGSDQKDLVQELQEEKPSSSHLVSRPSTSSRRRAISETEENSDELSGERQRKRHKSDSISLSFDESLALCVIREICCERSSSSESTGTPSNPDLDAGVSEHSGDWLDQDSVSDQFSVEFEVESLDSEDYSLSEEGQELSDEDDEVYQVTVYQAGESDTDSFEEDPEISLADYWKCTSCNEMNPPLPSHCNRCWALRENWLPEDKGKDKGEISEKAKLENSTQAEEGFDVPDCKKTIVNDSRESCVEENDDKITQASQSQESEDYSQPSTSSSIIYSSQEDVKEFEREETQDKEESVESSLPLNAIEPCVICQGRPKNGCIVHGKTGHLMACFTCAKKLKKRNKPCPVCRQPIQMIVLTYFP
Gli-Sufu antag = blocks Gli-Sufu signaling in a luciferase reporter; Sufu-KO-LIGHT fibroblasts, Gli luciferase reporter luminescence; inhibition, % at 5 µM; AID 588413; 340,000 compounds, 0.74% hits;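 active = inhibition above about 55%, limit read from the data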;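 also: 0% = DMSO-treated cells and 100% = wells with medium but no cells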
Starred values were filed as active, the others as inactive.

What do the screens show for `CCOC(=O)N1CCN(c2c(NCc3cccs3)c(=O)c2=O)CC1`?
UPR XBP1 act: 2; UPR CHOP act: -0.6; 697 NFkB inh: 2; Jurkat NFkB inh: 27; EBI2 block: -1; CXCR6 block: 1; CCR6 antagonist: -3; Mdm2-MdmX inh: 8; Gli-Sufu antag: 3

Results for CCOc1cc(C(=O)Nc2nnc(S(=O)(=O)N3CCOCC3)s2)cc(OCC)c1OCC ?
UPR XBP1 act: -5; UPR CHOP act: 0.8; 697 NFkB inh: 17; Jurkat NFkB inh: 7; EBI2 block: 3; CXCR6 block: 2; CCR6 antagonist: 7; Mdm2-MdmX inh: 1; Gli-Sufu antag: 38

Results for CC(C)CC(=O)N1CC(C)N(C(=O)CC(C)C)CC1C (stereo unspecified) ?
UPR XBP1 act: -3; UPR CHOP act: -0.2; 697 NFkB inh: 0; Jurkat NFkB inh: -2; Mdm2-MdmX inh: -11

What do the screens show for `CCOc1ccc(Br)cc1CSC(=N)N`?
UPR XBP1 act: -1; UPR CHOP act: 0.7; 697 NFkB inh: -36; Jurkat NFkB inh: 4; EBI2 block: -3; CXCR6 block: -3; CCR6 antagonist: 12; Mdm2-MdmX inh: 11; Gli-Sufu antag: 48

What do the screens show for `CC(Cc1c[nH]c2ccccc12)C(=O)NCc1ccco1` (stereo unspecified)?
UPR XBP1 act: -5; UPR CHOP act: -0.9; 697 NFkB inh: 9; Jurkat NFkB inh: -3; EBI2 block: 0; CXCR6 block: 4; CCR6 antagonist: 15; Mdm2-MdmX inh: 12; Gli-Sufu antag: 2

Results for O=C(NCCN1CCOCC1)c1cnn2c1NC(c1cccs1)CC2C(F)(F)F (stereo unspecified) ?
UPR XBP1 act: -1; UPR CHOP act: -0.8; 697 NFkB inh: -6; Jurkat NFkB inh: 9; EBI2 block: -9; CXCR6 block: 8; CCR6 antagonist: 7; Mdm2-MdmX inh: -5; Gli-Sufu antag: -5

How did Cc1ccc(N/N=C(\Cc2nc3ccccc3[nH]2)c2ccccc2)cc1 do in these assays?
EBI2 block: -4; CXCR6 block: 8; CCR6 antagonist: 21; Gli-Sufu antag: 42

What do the screens show for `Cc1ccc(S(=O)(=O)NCCC(=O)NCCSc2ccc(Br)cc2)cc1`?
UPR XBP1 act: -2; UPR CHOP act: 0.6; 697 NFkB inh: 18; Jurkat NFkB inh: 1; EBI2 block: 26; CXCR6 block: -3; CCR6 antagonist: 13; Mdm2-MdmX inh: 18; Gli-Sufu antag: -12

How did CCOC(=O)c1nn(-c2cccc(Cl)c2)c2nc(CC(C)C)c(C#N)c(=O)n12 do in these assays?
UPR XBP1 act: 3; UPR CHOP act: 2.3; 697 NFkB inh: -9; Jurkat NFkB inh: -14; EBI2 block: 4; CXCR6 block: 8; CCR6 antagonist: 3; Mdm2-MdmX inh: 4; Gli-Sufu antag: 5

What do the screens show for `Cc1ccccc1NC(=O)C1CCCN(S(=O)(=O)c2cnc[nH]2)C1` (stereo unspecified)?
UPR XBP1 act: 0; UPR CHOP act: 1.4; 697 NFkB inh: 14; Jurkat NFkB inh: 3; EBI2 block: -8; CXCR6 block: 2; CCR6 antagonist: 16; Mdm2-MdmX inh: 14; Gli-Sufu antag: 39

Next part, starting with the last 3 of the part before.
What do the screens show for `Cc1ccc(S(=O)(=O)NCCC(=O)NCCSc2ccc(Br)cc2)cc1`?
UPR XBP1 act: -2; UPR CHOP act: 0.6; 697 NFkB inh: 18; Jurkat NFkB inh: 1; EBI2 block: 26; CXCR6 block: -3; CCR6 antagonist: 13; Mdm2-MdmX inh: 18; Gli-Sufu antag: -12

How did CCOC(=O)c1nn(-c2cccc(Cl)c2)c2nc(CC(C)C)c(C#N)c(=O)n12 do in these assays?
UPR XBP1 act: 3; UPR CHOP act: 2.3; 697 NFkB inh: -9; Jurkat NFkB inh: -14; EBI2 block: 4; CXCR6 block: 8; CCR6 antagonist: 3; Mdm2-MdmX inh: 4; Gli-Sufu antag: 5

What do the screens show for `Cc1ccccc1NC(=O)C1CCCN(S(=O)(=O)c2cnc[nH]2)C1` (stereo unspecified)?
UPR XBP1 act: 0; UPR CHOP act: 1.4; 697 NFkB inh: 14; Jurkat NFkB inh: 3; EBI2 block: -8; CXCR6 block: 2; CCR6 antagonist: 16; Mdm2-MdmX inh: 14; Gli-Sufu antag: 39

Results for O=C(c1ccc(Cl)s1)N1CCCC1 ?
UPR XBP1 act: 1; UPR CHOP act: -2.2; 697 NFkB inh: -5; Jurkat NFkB inh: -3; EBI2 block: -4; CXCR6 block: 1; CCR6 antagonist: -5; Mdm2-MdmX inh: 1; Gli-Sufu antag: 2

How did CCN(CC)CCCNC(=O)c1oc2ccc3c(c2c1C)C(O)CC(C)(C)O3 (stereo unspecified) do in these assays?
UPR XBP1 act: -1; UPR CHOP act: 0.1; 697 NFkB inh: -1; Jurkat NFkB inh: -24; EBI2 block: -4; CXCR6 block: -14; CCR6 antagonist: 16; Mdm2-MdmX inh: -9; Gli-Sufu antag: 4

What do the screens show for `CCOC(=O)c1c(S(=O)(=O)N2CCN(C)CC2)c(C)n(C)c1C`?
UPR XBP1 act: -2; UPR CHOP act: 1.3; 697 NFkB inh: 12; Jurkat NFkB inh: 4; EBI2 block: 9; CXCR6 block: -4; CCR6 antagonist: -8; Mdm2-MdmX inh: 20; Gli-Sufu antag: -2

How did CC(NC(=O)COC(=O)/C(=C/c1cccs1)c1cccs1)c1ccccc1 (stereo unspecified) do in these assays?
UPR XBP1 act: 0; UPR CHOP act: 0.8; 697 NFkB inh: 9; Jurkat NFkB inh: 5; EBI2 block: 11; CXCR6 block: 2; CCR6 antagonist: 7; Mdm2-MdmX inh: -5; Gli-Sufu antag: 4

Results for CC1CCCCN1CCn1c(=S)[nH]c2ncccc2c1=O (stereo unspecified) ?
UPR XBP1 act: -2; UPR CHOP act: -1.4; 697 NFkB inh: -10; Jurkat NFkB inh: -10; EBI2 block: -7; CXCR6 block: 8; CCR6 antagonist: -1; Mdm2-MdmX inh: 18; Gli-Sufu antag: 5

Results for O=C(Nc1nc2ccc(F)cc2s1)Oc1ccccc1 ?
UPR XBP1 act: -1; UPR CHOP act: 2.0; 697 NFkB inh: 6; Jurkat NFkB inh: 0; EBI2 block: -12; CXCR6 block: -2; CCR6 antagonist: 1; Mdm2-MdmX inh: 11; Gli-Sufu antag: 10

Results for CN1CCN(C(=O)C2=C[C@@H](c3ccccc3)C[C@@H](OCCCCO)O2)CC1 ?
UPR XBP1 act: 4; UPR CHOP act: -0.2; 697 NFkB inh: 2; Jurkat NFkB inh: 5; EBI2 block: 0; CXCR6 block: 1; CCR6 antagonist: 6; Mdm2-MdmX inh: -5; Gli-Sufu antag: 0

Results for COC(=O)C1=C(C)N=c2s/c(=C/c3ccoc3)c(=O)n2C1c1ccccc1 (stereo unspecified) ?
UPR XBP1 act: -1; UPR CHOP act: 0.8; 697 NFkB inh: 13; Jurkat NFkB inh: -2; EBI2 block: 1; CXCR6 block: 13; CCR6 antagonist: 11; Mdm2-MdmX inh: 25; Gli-Sufu antag: 3

Results for COc1ccccc1CNC(=O)COC(=O)c1ccncc1 ?
UPR XBP1 act: 1; UPR CHOP act: 0.9; 697 NFkB inh: 1; Jurkat NFkB inh: 6; EBI2 block: 2; CXCR6 block: 0; CCR6 antagonist: -3; Mdm2-MdmX inh: 11; Gli-Sufu antag: 17

How did O=C(O)CC(C(=O)NCc1ccccc1)C1CCCO1 (stereo unspecified) do in these assays?
UPR XBP1 act: -1; UPR CHOP act: -0.4; 697 NFkB inh: 5; Jurkat NFkB inh: 10; EBI2 block: -8; CXCR6 block: -3; CCR6 antagonist: 10; Mdm2-MdmX inh: 14; Gli-Sufu antag: 10

How did Cn1c(CO)cnc1SCc1ccccc1 do in these assays?
UPR XBP1 act: 2; UPR CHOP act: 0.7; 697 NFkB inh: 0; Jurkat NFkB inh: -6; EBI2 block: -7; CXCR6 block: -14; CCR6 antagonist: 5; Mdm2-MdmX inh: 1; Gli-Sufu antag: 8

How did O=C(O)C1C=Cc2ccccc2N1C(=O)c1ccccc1 (stereo unspecified) (tested in a mixture with another compound) do in these assays?
EBI2 block: -4; CXCR6 block: -1; CCR6 antagonist: 14; Gli-Sufu antag: -14

Results for CC(NC(=O)c1ccccc1NS(=O)(=O)c1ccc(CCC(=O)O)cc1)c1ccccc1 (stereo unspecified) ?
UPR XBP1 act: -1; UPR CHOP act: -0.3; 697 NFkB inh: 2; Jurkat NFkB inh: -5; EBI2 block: 4; CXCR6 block: -11; CCR6 antagonist: 12; Mdm2-MdmX inh: -14; Gli-Sufu antag: 2

What do the screens show for `O=C(CN1C(=O)NC(Cc2ccccc2)C1=O)Nc1ccc(F)cc1` (stereo unspecified)?
UPR XBP1 act: -3; UPR CHOP act: 0.2; 697 NFkB inh: -35; Jurkat NFkB inh: -2; EBI2 block: -2; CXCR6 block: 2; CCR6 antagonist: 8; Mdm2-MdmX inh: 10; Gli-Sufu antag: 4

How did Cn1c(SCc2ccccn2)nnc1-c1cnccn1 do in these assays?
UPR XBP1 act: 0; UPR CHOP act: 1.7; 697 NFkB inh: -1; Jurkat NFkB inh: -11; EBI2 block: 1; CXCR6 block: -7; CCR6 antagonist: 0; Mdm2-MdmX inh: 3; Gli-Sufu antag: -19

What do the screens show for `COc1cccc(C(=O)OCC(=O)NCC2CCCO2)c1` (stereo unspecified)?
UPR XBP1 act: 1; UPR CHOP act: -0.7; 697 NFkB inh: -16; Jurkat NFkB inh: -5; EBI2 block: -6; CXCR6 block: -1; CCR6 antagonist: 6; Mdm2-MdmX inh: -13; Gli-Sufu antag: 0

What do the screens show for `CCN(c1ccc(OC)cc1)S(=O)(=O)c1nnc(NC(=O)c2ccc(C)cc2)s1`?
UPR XBP1 act: -4; UPR CHOP act: 1.0; 697 NFkB inh: -10; Jurkat NFkB inh: -11; EBI2 block: -7; CXCR6 block: 5; CCR6 antagonist: 6; Mdm2-MdmX inh: 6; Gli-Sufu antag: 0

Results for CCCCCCC(=O)NN1CCN(C)CC1 ?
UPR XBP1 act: -2; UPR CHOP act: -3.3; 697 NFkB inh: 0; Jurkat NFkB inh: -7; EBI2 block: -5; CXCR6 block: 5; CCR6 antagonist: 4; Mdm2-MdmX inh: 19; Gli-Sufu antag: 1

How did Cc1cccc(OCc2nc(C#N)c(N3CCCC3)o2)c1 do in these assays?
UPR XBP1 act: 4; UPR CHOP act: 1.8; 697 NFkB inh: -1; Jurkat NFkB inh: 4; EBI2 block: 5; CXCR6 block: -2; CCR6 antagonist: 15; Mdm2-MdmX inh: 6; Gli-Sufu antag: 6

What do the screens show for `Cc1cccc(C(=O)N2CCCC(CCC(=O)N3CCN(c4ccccn4)CC3)C2)c1C` (stereo unspecified)?
UPR XBP1 act: -9; UPR CHOP act: 1.0; 697 NFkB inh: -33; Jurkat NFkB inh: 2; EBI2 block: 10; CXCR6 block: 5; CCR6 antagonist: 18; Mdm2-MdmX inh: 22; Gli-Sufu antag: 4

Results for CN(C)c1nc(N2CCN(c3ccc(F)cc3)CC2)c(C#N)c(=O)o1 ?
EBI2 block: 2; CXCR6 block: 2; CCR6 antagonist: 5; Gli-Sufu antag: -10

Results for Cc1cccc(OCC(=O)N(C)CCc2ccccn2)c1 ?
UPR XBP1 act: -1; UPR CHOP act: 0.8; 697 NFkB inh: -1; Jurkat NFkB inh: -4; EBI2 block: 3; CXCR6 block: -4; CCR6 antagonist: 12; Mdm2-MdmX inh: 7; Gli-Sufu antag: -7

Screening data: PubChem, Sanford-Burnham Center for Chemical Genomics
